Bioassay records (PubChem BioAssay)
CHT PAM = allosteric activators of human choline transporter CHT; actives 0.49% (n = 310,000); CHT-expressing cells, membrane potential dye, choline EC20; hits give high values; LV-AA mutant CHT in HEK293 cells; Q9GZV3; AID 488977; B-score at 10 µM;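 active means initial fluorescence not abnormally high and integrated response B-score, plate-corrected, over 3 SD above library mean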
Target sequence (Q9GZV3 whole entry, looked up): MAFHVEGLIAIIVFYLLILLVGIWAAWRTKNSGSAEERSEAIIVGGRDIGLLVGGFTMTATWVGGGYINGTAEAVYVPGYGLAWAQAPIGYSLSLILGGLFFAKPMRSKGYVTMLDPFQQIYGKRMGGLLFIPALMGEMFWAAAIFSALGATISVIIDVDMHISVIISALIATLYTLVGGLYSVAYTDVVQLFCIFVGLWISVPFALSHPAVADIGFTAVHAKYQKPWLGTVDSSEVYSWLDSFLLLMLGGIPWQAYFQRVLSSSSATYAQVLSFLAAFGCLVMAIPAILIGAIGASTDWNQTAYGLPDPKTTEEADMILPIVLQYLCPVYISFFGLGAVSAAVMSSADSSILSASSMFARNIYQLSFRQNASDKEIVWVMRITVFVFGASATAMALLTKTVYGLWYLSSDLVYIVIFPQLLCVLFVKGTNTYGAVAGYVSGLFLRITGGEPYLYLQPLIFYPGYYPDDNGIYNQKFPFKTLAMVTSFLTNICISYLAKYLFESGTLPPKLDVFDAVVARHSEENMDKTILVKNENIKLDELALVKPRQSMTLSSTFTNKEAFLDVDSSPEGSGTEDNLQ
Calls only; i = inactive. The list is partial. The share of hits here may be higher or lower than overall.

SMILES | CHT PAM
O=C(Nc1ccc(Cl)c(Cl)c1)c1ccccc1NC(=O)C1CC=CCC1C(=O)O (centres undefined) | i
C#CCN(C(=O)c1ccc(OC2CCN(C(=O)CCOC)CC2)cc1)C1CCCCC1 | i
C=C(C)CSc1nc2sc3c(c2c(=O)n1-c1ccc(OC)cc1)CCN(C)C3 | i
CC(=O)c1cccc(CN(C)CC2CCCN(CCc3ccccc3C)C2)c1 (centres undefined) | i
COc1cccc(-c2nc(NCc3cccnc3)c3ccccc3n2)c1O | i
Cc1nnc2c(NCC(C)c3ccccc3)nc3ccccc3n12 (centres undefined) | i
Fc1cccc(Cl)c1Cn1ncc2ccccc21 | i
COc1cccc(CN2CCN(Cc3cc(OC)c(OC)c(OC)c3)CC2)c1OC | i
O=S(=O)(Nc1ccccc1C(F)(F)F)c1ccc(-c2ccccn2)s1 | i
COc1ccc(C(=O)Nc2ccc(N3CCCC3)cc2)cc1OC | i
CC(=O)N1c2ccccc2Sc2ccccc21 | i
O=C1Nc2ccccc2C1=Nc1ccc(Cl)cc1 | i
CCOc1ccc(OCc2ccc(C(=O)NC(C)C)o2)cc1 | i
COc1cc(/C=N/n2c(C3CCCCC3)n[nH]c2=S)ccc1O | i
CC(CNC(=O)c1ccc(C#N)cc1)NC(=O)c1ccc(C#N)cc1 (centres undefined) | i
CCOc1ccccc1N(CC(=O)N1CCCCCC1)S(=O)(=O)c1ccc(C)cc1 | i
Clc1ccc(CNc2ncccn2)cc1 | i
CC1Cn2c(nc3sc4c(c3c2=O)CC(C)(C)OC4)N1CCO (centres undefined) | i
S=C(Nc1cccc(Cl)c1)Nc1ccc2c(c1)OCCO2 | i
O=C(O)C(Oc1ccc2cc(-c3ccc(Cl)cc3)c(=O)oc2c1)c1ccccc1 (centres undefined) | i

Reprinted from the part before: six entries, followed by the next part.
SMILES | CHT PAM
CC(CNC(=O)c1ccc(C#N)cc1)NC(=O)c1ccc(C#N)cc1 (centres undefined) | i
CCOc1ccccc1N(CC(=O)N1CCCCCC1)S(=O)(=O)c1ccc(C)cc1 | i
Clc1ccc(CNc2ncccn2)cc1 | i
CC1Cn2c(nc3sc4c(c3c2=O)CC(C)(C)OC4)N1CCO (centres undefined) | i
S=C(Nc1cccc(Cl)c1)Nc1ccc2c(c1)OCCO2 | i
O=C(O)C(Oc1ccc2cc(-c3ccc(Cl)cc3)c(=O)oc2c1)c1ccccc1 (centres undefined) | i
O=[N+]([O-])c1ccc2c(c1)ncn2CCc1ccccc1 | i
COc1ccc(OC)c(NCc2nnc(-c3ccccc3)o2)c1 | i
O=[N+]([O-])c1ccc(N2CCN(c3ccccc3F)CC2)nc1 | i
Cc1c(C)c2ccc(O[C@@H]3O[C@H](CO)[C@@H](O)[C@H](O)[C@H]3O)c(C)c2oc1=O | i
CCCN(CCC)S(=O)(=O)c1ccc(C(=O)Nc2ccc(S(=O)(=O)Nc3nnc(CC)s3)cc2)cc1 | i
Cc1ccc2[nH]c(C(=O)N/N=C/c3ccc([N+](=O)[O-])cc3)c(C)c2c1 | i
CC(C)c1ccc(NC2CCCN(C(=O)CCc3cn[nH]c3)C2)cc1 (centres undefined) | i
CC1(C)Cc2c(cnn2-c2ccc(F)cc2)C(NC(=O)CCN2CCCCC2=O)C1 (centres undefined) | i
Cc1ccc(C(=O)N2CCN(c3ncc(C(F)(F)F)cc3Cl)CC2)s1 | i
O=C1CCC(C(=O)N2CCC(O)(c3ccccc3)CC2)CN1CCc1ccccc1 (centres undefined) | i
Cc1nc2c(-c3ccccc3)cnn2c(N)c1-c1ccccc1 | i
COc1nc2ccccc2nc1N1CCN(c2ccc(F)cc2)CC1 | i
COc1ccc(C(=O)NC(C)CCc2ccccc2)c(O)c1 (centres undefined) | i
CCCC(=O)N(Cc1cc(=O)[nH]c2ccccc12)c1ccc(C)cc1C | i
CC(C)/C=C/CN1CCCC(N2CCN(c3cccc(Cl)c3)CC2)C1 (centres undefined) | i
O=C(NCc1ccccc1)c1ccc(CN2CCC(Cc3ccccc3)CC2)cc1 | i
CCc1ccccc1NC(=O)N1CCc2ccccc2C1 | i
O=C(Nc1ccccc1NC(=O)c1ccccc1F)c1ccccc1F | i
COC(=O)c1ccccc1NC(=S)NC(=O)c1ccc2c(c1)OCO2 | i
COc1ccc2c(CC(=O)NC(Cc3ccc(Cl)cc3)C(=O)O)cc(=O)oc2c1C (centres undefined) | i
O=C(c1ccccc1)c1ccc(C(=O)N2CCN(c3ccccc3)CC2)cc1 | i
CCN(CC(=O)N1CCCC1)S(=O)(=O)c1ccc(OC)cc1 | i
CCOCCC(=O)Nc1nnc(CCc2ccccc2)s1 | i
COc1cccc(-c2noc(CCC(=O)NC3CCCC3)n2)c1 | i
O=C(Nc1cccc(Cl)c1Cl)c1ccccc1NC(=O)C1CC=CCC1C(=O)O (centres undefined) | i
COc1ccccc1-c1c(C)nn2c(N)c(-c3ccccc3)cnc12 | i
O=C(COC(=O)CSc1ccc([N+](=O)[O-])cc1)NCC1CCCO1 (centres undefined) | i
COc1ccc(CCC(=O)NNC(=O)Nc2ccccc2Cl)cc1 | i
CC1CN(C/C(=N\O)C23CC4CC(CC(C4)C2)C3)CC(C)O1 (centres undefined) | i
COc1ccc(CCNC(=O)c2cc([N+](=O)[O-])cc([N+](=O)[O-])c2)cc1OC | i
COc1ccc(-n2ncc3c2CC(C)(C)CC3NC(=O)c2cn[nH]c2)cc1 (centres undefined) | i
COc1cccc(N(CC(=O)NCCSCc2ccc(C)cc2)S(C)(=O)=O)c1 | i
O=C(NCCc1ccccc1)c1coc(=O)c(Br)c1 | i
COc1ccccc1/C=C1\Cc2ccccc2C1=O | i
CCOc1ccc(C(=O)O/N=C(\N)c2ccccn2)cc1 | i
COc1ccc(CCc2nnc(NS(C)(=O)=O)s2)cc1 | i
Cc1ccc(NC(=O)CCNC(=O)c2ccccc2Cl)nc1 | i
COc1ccc(CCC(=O)Nc2ccc(C(=O)c3ccncc3)cc2)cc1 | i
N#Cc1cccnc1N1CCN(C(=O)c2cccs2)CC1 | i
O=C(CNC(=O)c1ccco1)Nc1ccc(F)c(Cl)c1 | i

Some of the entries so far, tab-delimited.
canonical_smiles	CHT PAM
COc1ccccc1-c1c(C)nn2c(N)c(-c3ccccc3)cnc12	i
O=C(COC(=O)CSc1ccc([N+](=O)[O-])cc1)NCC1CCCO1 (centres undefined)	i
COc1ccc(CCC(=O)NNC(=O)Nc2ccccc2Cl)cc1	i
CC1CN(C/C(=N\O)C23CC4CC(CC(C4)C2)C3)CC(C)O1 (centres undefined)	i
COc1ccc(CCNC(=O)c2cc([N+](=O)[O-])cc([N+](=O)[O-])c2)cc1OC	i
COc1ccc(-n2ncc3c2CC(C)(C)CC3NC(=O)c2cn[nH]c2)cc1 (centres undefined)	i
COc1cccc(N(CC(=O)NCCSCc2ccc(C)cc2)S(C)(=O)=O)c1	i

Later entries.
SMILES | CHT PAM
Cc1ccc(S(=O)(=O)Nc2ccc(O)c3ccccc23)c(C)c1 | i
CC(C)NC(=O)c1ccc(N(Cc2ccccc2)S(C)(=O)=O)cc1 | i
COc1ccc(NC(=S)N2CCN(S(=O)(=O)c3ccc(OC)cc3)CC2)cc1 | i
C/C(=N/NC(=O)c1ccc(-c2ccccc2)cc1)c1cc(O)cc(O)c1 | i
COc1ccc(C)cc1S(=O)(=O)N1CCCC(N2CCOCC2)C1 (centres undefined) | i
COc1ccc(-c2cn[nH]c2-c2ccc(OCC(=O)NN)cc2O)cc1 | i
CCOc1ccccc1N1C(=O)CC(Sc2nccc(C)n2)C1=O (centres undefined) | i
CCN=C1S/C(=C\c2cc(Br)c(O)c(OC)c2)C(=O)N1CC | i
CCC1CN(C(=O)NCc2ccc(C)cc2)c2cc(Cl)ccc2O1 (centres undefined) | i
CCOc1ccc(N=Nc2ccc(O)c3ncccc23)cc1 | i
Cn1c(C(=O)N[C@@H](Cc2ccccc2)C(=O)NCCC(=O)O)cc2cc(Cl)ccc21 | i
Cc1ccc(-c2ccc(=O)n(Cc3ccc(F)cc3Cl)n2)cc1 | i
COCCNC(=O)[C@@H]1CSC2c3ccccc3C(=O)N21 (some centres undefined) | i
CCOC(=O)/C(C#N)=C/c1c(N2CCN(C)CC2)nc2c(C)cccn2c1=O | i
CCN(CC1CCCN(CCc2cccc(OC)c2)C1)C(=O)c1ccoc1C (centres undefined) | i
CCCCN(CC)C(=O)c1cc2c(=O)[nH]c3ccc(C)cc3c2s1 | i
NNC(=O)Cn1nc(-c2ccccc2)c2ccccc2c1=O | i
O=C(N/N=C/c1cccc(Oc2ccccc2)c1)c1cccc(O)c1 | i
O=C(NCCCO)c1cc2c([nH]c3ccccc32)c(-c2ccccc2)n1 | i
COc1ccc(Cl)cc1NC(=O)c1cc(C)no1 | i

No new results follow: 2 of the compounds above.
SMILES | CHT PAM
N#Cc1cccnc1N1CCN(C(=O)c2cccs2)CC1 | i
O=C(CNC(=O)c1ccco1)Nc1ccc(F)c(Cl)c1 | i

(listing goes on)
SMILES | CHT PAM
CCOc1ccc(/C(O)=C2/C(=O)C(=O)N(CCCN3CCOCC3)C2c2ccc(C)cc2)cc1C (centres undefined) | i
CC1CCN(C(=O)COC(=O)CCCN2C(=O)c3cccc4cccc(c34)C2=O)CC1 | i
CCCn1c(SCCN2CCOCC2)nc2c1c(=O)n(C)c(=O)n2C | i
Cc1ccc(-n2c(SCC(=O)N3CCOCC3)nc(O)cc2=O)cc1 | i
Cc1ccc(-c2cc(C(=O)O)c3ccccc3n2)s1 | i
COc1cc(C2/C(=C(\O)c3ccc4c(c3)OCCO4)C(=O)C(=O)N2Cc2ccco2)cc(OC)c1OC (centres undefined) | i
O=C(Nc1ccncc1)Nc1ccc(Br)cc1Cl | i
Cc1ncc(CN2CCCC(C(=O)Nc3ccc(-c4cccc(F)c4)cc3)C2)s1 (centres undefined) | i
O=C(NCc1cccnc1)Nc1cccc(C(F)(F)F)c1 | i
COc1cc(Br)c(C2CC(=O)Nc3cc(OC)c(OC)cc32)cc1OC (centres undefined) | i
COc1cc(/C=N/NC(=O)c2ccc3c(c2)OCO3)ccc1O | i
O=C(Nc1c[nH]c(=O)[nH]c1=O)c1cccc([N+](=O)[O-])c1 | i
C/C(=N/NC(=O)c1ccco1)c1ccc(Br)s1 | i
COc1ccc(NC(=O)NNC(=O)COc2ccc3cc(Br)ccc3c2)cc1 | i
CN(CC(=O)NCCCN1CCOCC1)S(=O)(=O)c1cc(Cl)ccc1Cl | i
O=C(Nc1ccc(F)cc1)c1ccccc1NC(=O)C1CC=CCC1C(=O)O (centres undefined) | i
Cc1ccc(NC2CCCN(C(=O)c3ccc4nccnc4c3)C2)cc1C (centres undefined) | i
COc1ccc(OCC(O)CN2CCN(CC(O)COc3ccc(OC)cc3)CC2)cc1 (centres undefined) | i
C/C(=N\NC(=O)Cc1ccc(O)cc1)c1cccnc1 | i
Cc1cc(C)cc(NC(=S)N2CCN(S(=O)(=O)c3ccccc3)CC2)c1 | i
COc1ccc(-c2noc(CCC(=O)NCCc3ccccc3)n2)cc1OC | i
O=C(Nc1ccc(O)cc1)c1ccc(NC(=O)C2CCCO2)cc1 (centres undefined) | i
CC1=NN(C(N)=S)C(=O)C1N=Nc1ccc(Br)cc1 (centres undefined) | i
CC(=O)N(C)c1ccc(N=C2C(=O)Nc3ccccc32)cc1 | i
CS(=O)(=O)Oc1ccc2c(c1)O/C(=C\c1cccc([N+](=O)[O-])c1)C2=O | i
CC(=O)C1=C(C)Nc2ncnn2C1c1ccccc1 (centres undefined) | i
Fc1cccc(NC(=S)NC2CCCCCCC2)c1 | i
O=C(Cc1c(F)cccc1Cl)N/N=C/c1cccnc1 | i
CC(=O)c1ccc(NC(=O)[C@@]2(CC(=O)O)CC(/C=C/c3ccccc3)=NO2)cc1 | i
COc1ccc(N2CCN(C(=O)c3ccc(CNS(=O)(=O)c4cc(C)ccc4C)cc3)CC2)cc1 | i
COc1ccccc1/C=C(/C#N)C(=O)O | i
COc1cc2c(cc1OC)CN(C(=O)c1ccc(-c3ccccc3)cc1)CC2 | i
Cc1ccc2c(c1)C(c1ccccc1)N(C(=O)c1ccccc1[N+](=O)[O-])CC(=O)N2 (centres undefined) | i
CCOC(=O)N1CCN(C(=O)c2cc3cc(Cl)ccc3[nH]2)CC1 | i
CCOC(=O)c1c(NC(=S)N2CCN(C)CC2)sc(C)c1-c1ccccc1 | i
CCCCNCC1CCCO1 (centres undefined) | i
O=C(CCc1ccccc1)NCc1ccncc1 | i
CN(c1ccccc1C(=O)Nc1cccc([N+](=O)[O-])c1)S(=O)(=O)c1ccccc1 | i
O=C(Oc1ccccc1)N1CCN(c2ccccc2F)CC1 | i
O=C(NCc1ccc(Cl)cc1)Nc1ccc(F)cc1 | i
Cc1cc(C)cc(CC(CC(=O)Nc2ccc(Cl)cc2)C(=O)O)c1 (centres undefined) | i
CCOc1ccc(CC(=O)N/N=C/c2sccc2C)cc1 | i
N#C/C(=C\c1cccnc1)C(=O)Nc1ccc(S(N)(=O)=O)cc1 | i
COc1ccc(CCN2CCCn3c2nc2c3c(=O)[nH]c(=O)n2C)cc1OC | i
COc1ccc(Nc2nc(N)c3ccccc3n2)c(OC)c1 | i
COCCNC(=O)c1oc2ccc3c(c2c1C)C(O)CC(C)(C)O3 (centres undefined) | i
CCCN1C(=O)C2(OCCO2)c2cc(Cl)ccc21 | i
CC(=O)Nc1ccc(S(=O)(=O)Nc2nccs2)cc1 | i
COC(=O)Cc1c(C)c2ccc(O)c(CNCc3ccc(OC)c(OC)c3)c2oc1=O | i
CCN(CC(=O)Nc1ccc(NC(C)=O)cc1)C(=O)COc1ccccc1Cc1ccccc1 | i
CCOC1C(=O)NC(=O)N1Cc1ccccc1 (centres undefined) | i
CCn1c(CNC(=O)C2CCCCC2)cc2cc(C)ccc21 | i
CNC(=O)C(=O)NCCN1CCN(S(=O)(=O)c2ccc3ccccc3c2)CC1 | i
Cc1ccc2[nH]c(CNC(=O)C3CCCCC3)cc2c1 | i
